Pf growth 96h – P. falciparum growth inhibition at 96 hour, primary screen for plastid delayed-death inhibitors. Potency, µM (top dose mostly 28.7 µM), for the others: at the top dose activity change, negative = inhibition, most hits filed as inhibitors. P. falciparum luciferase reporter growth, 96 h. AID 504834. 320,000 compounds, 6.9% hits; note: potency is the fitted concentration of half-maximal effect; % is set by controls: 0 for no effect and ±100 for the full control effect
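Infected RBCs, 2% Hct / 0.05% parasitemia final; luciferase-reporter P. falciparum; cpd 96 h, 37 C, 5% CO2; luciferase detection reagent; luminescence.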
HCV inhibitor – blocks hepatitis C virus | Huh7.5.1 HCVcc-Cre infection, luciferase reporter, 44 h | Potency, µM (titrated, usually from 41.8 µM), for inactives: top-dose activity change, negative = inhibition, hits mostly inhibitors | 340,000 compounds, 3.4% hits | AID 651820; note: potency is the fitted concentration of half-maximal effect; % is set by controls: 0 for no effect and ±100 for the full control effect
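HCVcc-Cre virus at an moi near 0.5 was added right after compound to cells cultured 4 h from seeding (1,000 cells/well). Luciferase activity was determined 44 h later, 15 min after substrate addition at RT.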
CHX counter – affects cycloheximide protein synthesis inhibition readout, counter-screen; cell reporter, cycloheximide protein synthesis inhibition counterscreen; 300,000 compounds, 12% hits; max response, %; AID 2314; in the data active = max response mostly above about 13%, no sharp cut-off; inactive = mostly below about 14%; note: read at 38.3 µM for the half of the compounds with a filed dose; 0% is about no effect
Tb PYK inh – T. brucei pyruvate kinase inhibition; Q57TT1; TbPYK enzyme, Kinase-Glo Plus ATP luminescence, 45 min; Potency, µM (series often up to 76.8 µM), without a hit: top-dose activity, negative = inhibition, actives largely listed as inhibitors; 410,000 compounds, 0.12% hits; AID 624173; note: potency is the fitted concentration of half-maximal effect; % is set by controls: 0 for no effect and ±100 for the full control effect; nearly all actives have a fitted effect of over 50% in size
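Readout: single end-point luminescence (Kinase-Glo Plus, 10 min). Reaction conditions were TbPYK/substrate plus 130 uM ADP, 45 min at RT, pH 7.2 TEA buffer. No-enzyme wells served as controls, and data were normalized before concentration-response fitting.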
Pf growth 48h – P. falciparum growth inhibition at 48 hours (one generation); P. falciparum luciferase growth in erythrocytes, 48 h; Potency, µM (doses to about 28.7 µM), for the others: top-dose activity change, negative = inhibition, hits mostly inhibitors; 310,000 compounds, 5.9% hits; note: potency is the fitted concentration of half-maximal effect; % is set by controls: 0 for no effect and ±100 for the full control effect
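In quantitative HTS format, infected erythrocytes bearing luciferase-reporter parasites were treated for a single generation at 37 C. Luminescence after adding detection reagent served as the growth measure.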
LmPK inhibitor – blocks Leishmania mexicana pyruvate kinase activity | purified LmPK, Kinase-Glo ATP luminescence, 1 h | 290,000 compounds, 0.37% hits | Potency, µM (doses to about 57.5 µM), without a hit: top-dose activity change, negative = inhibition, actives largely listed as inhibitors | AID 1721 | Q27686; note: potency is the fitted concentration of half-maximal effect; % is set by controls: 0 for no effect and ±100 for the full control effect
Target sequence (Q27686 whole entry, looked up): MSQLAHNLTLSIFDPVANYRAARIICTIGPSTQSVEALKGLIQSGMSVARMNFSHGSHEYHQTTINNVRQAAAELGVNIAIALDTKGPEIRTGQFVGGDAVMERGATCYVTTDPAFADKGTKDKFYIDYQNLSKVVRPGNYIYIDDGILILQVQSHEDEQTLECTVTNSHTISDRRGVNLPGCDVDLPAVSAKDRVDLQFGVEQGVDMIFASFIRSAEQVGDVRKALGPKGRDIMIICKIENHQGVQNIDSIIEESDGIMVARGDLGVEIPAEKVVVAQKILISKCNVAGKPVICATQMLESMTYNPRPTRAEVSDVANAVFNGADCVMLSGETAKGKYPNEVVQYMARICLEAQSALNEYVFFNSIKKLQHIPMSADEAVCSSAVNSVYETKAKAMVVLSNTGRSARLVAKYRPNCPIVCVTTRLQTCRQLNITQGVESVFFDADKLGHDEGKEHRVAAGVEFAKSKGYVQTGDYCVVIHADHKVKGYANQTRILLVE
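Screened at intermediate enzyme activity to detect both inhibitors and activators: LmPK at 0.1 nM, with a 0.5 nM enzyme column as activation reference. PEP 0.5 mM, ADP 0.1 mM; ATP detected by luminescence after 1 h.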
Shiga inhibitor – blocks Shiga toxin action in Vero cells; 290,000 compounds, 9.2% hits; Vero cells, Shiga toxin protein synthesis inhibition reporter; inhibition, % at 38.7 µM; in the data active = inhibition mostly above about 28%, no sharp cut-off; inactive = mostly below about 43%; note: 0% is about no effect
An asterisk follows results filed as active; ? = inconclusive; nt = not tested or not shown; & = joins results of further samples; [ ] = another dose, or the depositor's remark. Unless noted, calls come from the whole dose curve; as a rule, active = well fitted curve in the direction sought with a large enough effect; inconclusive = small, poorly fitted or top-dose-only effect, or another doubt; inactive = no such curve, though single readings can be large; an effect the other way counts as inactive or inconclusive.

SMILES	Pf growth 96h	HCV inhibitor	CHX counter	Tb PYK inh	Pf growth 48h	LmPK inhibitor	Shiga inhibitor
O=C(Nc1cnc2ccccc2c1)c1cccc(-n2cnnn2)c1	-1%[5.75 µM]	5%	88*	-26%	0.12µM*	-1%	164*
NC(=O)c1ccccc1OCC(=O)Nc1ccc2c(c1)CCC2	110%[activator]	-5%	nt	-1%	81%[activator]	nt	nt
C/C(=N/NS(=O)(=O)c1ccc(C)cc1C)c1ccc2c(c1)OCO2	8%	9%	6	-23%	?	2%	14
CCCCN(C(=O)C1=COCCO1)c1c(N)n(CCC)c(=O)[nH]c1=O	4%	11%	nt	1%	?	nt	nt
O=C(NC1CCCCCC1)C1c2ccccc2C(=O)N1CCCN1CCOCC1 (stereo unspecified)	13µM*	15%	-2	3%	-12%	0%	-5
CCC(=O)c1ccc(OCc2ccccc2)c(OC)c1	?	?	43*	-2%	237%[activator]	0%	88*
Cc1ccc(NC(=S)NNC(=O)c2nnn(-c3ccccc3)c2C)cc1	42%[activator]	15%	37*	?	25%	1%	59*
CCOC(=O)c1c(N)sc(C(O)(C(F)(F)F)C(F)(F)F)c1-c1ccc(F)cc1	7%	5%	10	-1%	55%[activator]	6%	-10
Cc1cccc(-n2cc(C#N)c(=O)[nH]c2=O)n1	-24%	9%	-5	-8%	11%	-4%	-12
Cc1ccc2c(c1)/C(=C/c1ccc(F)cc1)C(=O)N2	2%	11µM*	2	2%	?	3%	-8
Cc1ccccc1-n1ccnc1SCC(=O)NCC1CCCO1 (stereo unspecified)	?	0%	6	1%	17%	-8%	-15
O=C(NCc1ccc2c(c1)OCO2)C1CCCN(S(=O)(=O)c2cccs2)C1 (stereo unspecified)	-15%	?	-4	-1%	9.3µM*	2%	10
COc1ccc(OCC(=O)Nc2nnc(C)s2)cc1	59%[activator]	3%	1	1%	99%[activator]	0%	-9
Cc1cc(Nc2ccc(O)cc2)n2c(nc3ccccc32)c1C#N	-12%	-20%	-3	4%	-1%	1%	-7
COc1ccc(C(=O)Nc2ccc(C(=O)NCC3CCCO3)cc2)c(OC)c1OC (stereo unspecified)	-9%	4%	-1	-1%	-27%	3%	-2
COCCN1C(=O)N[C@@H](c2cccs2)C(C(C)=O)=C1C	nt	7%	nt	0%	nt	-6%[11.5 µM]	nt
CC1CN(C)CCC1OC(=O)c1ccccc1 (stereo unspecified)	2.1µM*	-3%	1	-2%	10%	-1%	-8
COc1ccc(NC(=O)c2sc3nc(Cc4ccccc4)cc(C(F)(F)F)c3c2N)cc1OC	-85%	1%	-6	-6%	?	-3%	-7
O=C(Nc1cccc(Cl)c1)N(Cc1nc2ccccc2c(=O)[nH]1)Cc1cccs1	?	1%	8	2%	7.4µM*	2%	-4
Cc1cnn(C(=O)c2oc3ccccc3c2C)c1	53%[activator]	17%	1	4%	-11%	1%	-9
O=C(CCC1CCCN(C(=O)c2ccoc2)C1)NCc1ccccc1F (stereo unspecified)	3%	4%	14	-1%	13%	3%	16
CN(CC(=O)Nc1ccc(F)c(F)c1F)C(=O)C1CSC2(C)CCC(=O)N12 (stereo unspecified)	?	-4%	nt	0%	-3%	nt	nt
Cn1c(SC2CCCCC2=O)nnc1-c1ccccc1F (stereo unspecified)	-6%	8%	21	2%	17%	3%	34
COc1cc(NC(=O)CCN2C(=O)NC3(CCCC3)C2=O)c(OC)cc1Cl	-18%	-6%	nt	0%	-16%	nt	nt
COc1ccc(Nc2c3c(nc4ccc(C)cc24)CCC3)cc1	-2%	?	-4	2%	8.3µM*	9%	-5
c1ccc(-c2nn3c(-c4ccccc4)nnc3s2)cc1	-11%	15%	10	2%	8%	1%	-9
CC(C)c1ccc(SCc2noc(C(=O)NCC3CCCO3)c2C(=O)O)cc1 (stereo unspecified)	?	12%	-1	-5%	24%	-1%	5
CN(C)/C=C(/C(=O)c1ccccc1Cl)S(C)(=O)=O	39%	17%	-1	4%	4%	1%	-27
COc1ccc(C2CC(C)(c3ccc(OC)cc3)Nc3ccccc3N2)cc1 (stereo unspecified)	?	?	53*	-5%	?	2%	108*
Cc1ccc(C(=O)OCC(=O)NCc2ccco2)cc1	31%	14%	15	-6%	nt	4%	-5
O=C(CCCSc1nc2ccccc2[nH]1)Nc1ccccc1	?	-4%	15	6%	-6%	5%	6
CNC(=O)CSc1cn(CC(=O)N(C(C)C)C(C)C)c2ccccc12	10µM*	11%	-2	-6%	1%	-4%	23
Cc1cccc(-c2nc3ccc(C(=O)N4CCC5(CC4)OCCO5)cc3nc2-c2cccc(C)c2)c1	?	?	3	4%	10µM*	0%	-2
COc1ccc(-n2nc(C(=O)O)c3ccccc3c2=O)c(OC)c1	nt	17%	-2	-3%	-4%	-12%	-10
CC(C)n1cc(NC(=O)C2CC(c3cccc(Br)c3)=NO2)cn1 (stereo unspecified)	nt	9%	-5	-5%	7%	6%	-20
C=CCn1cc(C(=O)NCCCN(CC)CC)c(=O)c2cc(S(=O)(=O)N3CCC(C)CC3)ccc21	10%	-2%	-2	-8%	?	-3%	-3
Fc1ccc(-c2nnc(CSc3nnc4ccccn34)o2)cc1	129%[activator]	8%	40*	8%	95%[activator]	-3%	22
O=C(Nc1nnc(-c2ccc(Br)cc2)o1)C1=COCCO1	-9%	10%	nt	0%	-23%	nt	nt
COc1ccc(C(=O)Cn2c(N3CCOCC3)nc3c2c(=O)n(C)c(=O)n3C)cc1	nt	nt	-3	nt	2%	-1%	2
CSc1ccc(C2=CC(=O)C[C@H](c3ccc(Cl)cc3)C2)cc1	-4%	6%	nt	3%	?	nt	nt

Nothing new here: an excerpt of the list.
SMILES	Pf growth 96h	HCV inhibitor	CHX counter	Tb PYK inh	Pf growth 48h	LmPK inhibitor	Shiga inhibitor
O=C(Nc1cnc2ccccc2c1)c1cccc(-n2cnnn2)c1	-1%[5.75 µM]	5%	88*	-26%	0.12µM*	-1%	164*
NC(=O)c1ccccc1OCC(=O)Nc1ccc2c(c1)CCC2	110%[activator]	-5%	nt	-1%	81%[activator]	nt	nt
C/C(=N/NS(=O)(=O)c1ccc(C)cc1C)c1ccc2c(c1)OCO2	8%	9%	6	-23%	?	2%	14
CCCCN(C(=O)C1=COCCO1)c1c(N)n(CCC)c(=O)[nH]c1=O	4%	11%	nt	1%	?	nt	nt

Remaining list, next part.
SMILES	Pf growth 96h	HCV inhibitor	CHX counter	Tb PYK inh	Pf growth 48h	LmPK inhibitor	Shiga inhibitor
Cc1ccc(S(=O)(=O)N2CCC(C(=O)NNC(=O)c3ccccc3O)CC2)cc1	-8%	-13%	nt	-5%	0%	nt	nt
COC(=O)COc1ccc(S(=O)(=O)NCc2ccncc2)cc1	nt	?	-4	-6%	18%	3%	9
CC1(C)CC2(C)OC(=N)C1(C#N)C2(C#N)C#N (stereo unspecified)	9%	-6%	15	-2%	-15%	1%	15
Cc1nc(SCC(=O)NCc2ccco2)nc(C)c1C	-9%	18%	-6	-6%	-9%	6%	6
CCCC(=O)Nc1sc(C(=O)OC)c(C)c1C(N)=O	-21%	-21%	-1	-20%	1%	0%	-34
C(=C\c1ccccc1)/CSc1nnc(-c2cnccn2)n1Cc1ccco1	-16%	?	6	-25%	?	-2%	-1
CC(C)c1nnc(N2C(=O)C(O)=C(C(=O)c3cccs3)C2c2ccccc2)s1 (stereo unspecified)	-15%	10%	21*	-9%	21%	-12%	55*
CC1CCC(N(CCCN)Cc2ccco2)CC1C (stereo unspecified)	-16%[5.75 µM]	-30%	-3	2%	2%[5.75 µM]	-1%	-7
Fc1cccc(Cl)c1Cn1nnc2c(NCc3ccccn3)ncnc21	?	-16%	1	2%	?	0%	-4
COc1ccc(CN2CCN(CC3CC3)CC2CCO)cc1C (stereo unspecified)	?	4%	-5	1%	17%	-3%	-7
COC(=O)[C@@]1(Cc2ccc(F)cc2)[C@H]2c3cc(C(=O)N4CCCC4)n(CCc4c[nH]c5ccc(OC)cc45)c3C[C@H]2CN1C(=O)c1ccccc1	1µM*	-3%[8.37 µM]	-2	nt	?	0%	-15
Cc1cccc(N2C(S)=C(C#N)C(=O)NC2c2ccco2)c1 (stereo unspecified)	-11%	3%	2	-10%	24%	-1%	-9
CCOC(=O)C1C(=O)C=C(N2CCOCC2)CC1c1cccc(OC)c1 (stereo unspecified)	?	-8%	9	0%	?	6%	-19
COc1cccc(C(=O)NCCNC(=O)c2ccc(C)nc2)c1	?	7%	-4	2%	5%	2%	-4
COc1ccc(C(=O)CNC2=NCCC2)cc1	-3%	-6%	-3	1%	9%	12%[11.5 µM]	15
OCC1(CCOc2ccccc2)CCN(Cc2ccc3c(c2)OCCO3)CC1	12µM*	3%	1	-3%	-10%	-5%	-42
CN(C)c1ccc(N=C/C=C2\N(C)c3ccccc3C2(C)C)cc1	?	?	68*	-11%	?	-15%	167*
Cn1c(N)cc(-c2ccc(F)cc2)c(C#N)c1=O	-15%	6%	-3	3%	-10%	-2%	-15
CCOC(=O)c1sc2nc(C)nc(NCc3ccccc3)c2c1C	316%[activator]	?	-3	2%	?	3%	2
O=C(Nc1ccccc1)c1sccc1Oc1ccc([N+](=O)[O-])cc1F	-20%	-28%	14	-16%	?	6%	-6

Entries shown so far that have bromine:
SMILES	Pf growth 96h	HCV inhibitor	CHX counter	Tb PYK inh	Pf growth 48h	LmPK inhibitor	Shiga inhibitor
CC(C)n1cc(NC(=O)C2CC(c3cccc(Br)c3)=NO2)cn1 (stereo unspecified)	nt	9%	-5	-5%	7%	6%	-20
O=C(Nc1nnc(-c2ccc(Br)cc2)o1)C1=COCCO1	-9%	10%	nt	0%	-23%	nt	nt

Next part
SMILES	Pf growth 96h	HCV inhibitor	CHX counter	Tb PYK inh	Pf growth 48h	LmPK inhibitor	Shiga inhibitor
Cc1cccn2c(=O)c(C=O)c(N3CCCCCC3)nc12	nt	-3%	-1	3%	14%	1%	-9
CC1CN(Cc2cn(C)nc2-c2ccc(Oc3ccccc3)cc2)CCN1C (stereo unspecified)	-26%	-21%	-3	1%	?	1%	-5
Cc1cc(C)cc(OCC(=O)N/N=C/c2ccncc2)c1	?	-19%	1	-4%	9%	2%	-10
CC1CN(c2ccccc2)CCN1C(=O)c1cc(COc2c(F)cccc2F)on1 (stereo unspecified)	20%	-29%	-2	-7%	-7%	9%	38
CCOc1ccccc1CNC(=O)c1ccc2c(c1)N(CC)CCS2	-13%	?	8	-5%&-14%	?	-2%	5
COc1cc(Cl)c(C)cc1NC(=O)c1cc(S(=O)(=O)N(C)C)ccc1N1CCCC1	2.3µM*	?	-2	-6%	4.7µM*	-1%	-9
Cn1nnnc1SCc1c(F)cccc1F	nt	-3%	-1	-2%	17%	3%	-31
Cn1c(-c2ccccn2)[n+](C)c2ccccc21	25%	-12%	1	-1%	24%	2%	-5
COc1ccc(C(=O)Nc2nc3c(s2)Cc2cc(OC)ccc2-3)cc1	?	13µM*	11	-15%&-13%	5.9µM*	-3%	32
O=C(Nc1ccc(COc2ccccc2)cc1)Nc1cccc(C(=O)O)c1	292%[activator]	8%	17*	-8%	nt	-5%	20
COC(=O)c1ccc(CSc2nc3c(c(=O)n2-c2ccc(C)cc2)SCC3)o1	25%	-25%	-3	-7%	?	4%	13
O=C(NCCc1c[nH]c2ccccc12)/C(=C\c1cccnc1)NC(=O)c1ccccc1Br	?	-15%	-2	3%	?	1%	-4
CC(C)NC(=S)N/N=C/c1cccs1	3.3µM*	-4%	8	0%	nt	6%	-8

High-throughput results: PubChem, National Center for Advancing Translational Sciences (NCATS)
